Source: PubChem
OPRM1-OPRD1 ag: OPRM1-OPRD1 heterodimerization agonism | activation, % at 9.3 µM | cells, luminescence | 340,000 tested, 0.3% active | P35372+P41143; in the data active = activation above about 18%;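 also: 0% = vehicle-treated cells and 100% = reference agonist; values of inactives mirror those of a sister screen read the other way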
Pemphigus Ab inh: inhibitors of pemphigus antibody binding to human desmoglein-3. DSG3-coupled beads, scFv-anti-DSG3-GFP binding, flow cytometry; active compounds read low. binding (percent of control), % at 10 µM. 310,000 tested, 0.48% active. AID 588358;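 active = binding more than 3 SD below its plate's average and above zero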;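 also: hits lower antibody fragment binding to DSG3; some compounds called inactive have numbers as strong as hits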
PKA-R2B activ: activators of human PKA-R2B complex | AID 504700 | P22694+P31323 | activation, % at 11.4 µM | 340,000 tested, 0.079% active | PKA-R2B holoenzyme dissociation, Cy5-IP20 fluorescence polarization; R2B truncated from residue 108, S112A mutant; 0% DMSO only, 100% 113 µM cGMP;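 active = activation above a cutoff set at the mean over all compounds plus 3 SD, cut at about 18% in these data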;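 also: higher means more holoenzyme dissociation and a rise in polarization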
Target sequence (P31323 whole entry, looked up, other chains not shown, the tested form may be a part): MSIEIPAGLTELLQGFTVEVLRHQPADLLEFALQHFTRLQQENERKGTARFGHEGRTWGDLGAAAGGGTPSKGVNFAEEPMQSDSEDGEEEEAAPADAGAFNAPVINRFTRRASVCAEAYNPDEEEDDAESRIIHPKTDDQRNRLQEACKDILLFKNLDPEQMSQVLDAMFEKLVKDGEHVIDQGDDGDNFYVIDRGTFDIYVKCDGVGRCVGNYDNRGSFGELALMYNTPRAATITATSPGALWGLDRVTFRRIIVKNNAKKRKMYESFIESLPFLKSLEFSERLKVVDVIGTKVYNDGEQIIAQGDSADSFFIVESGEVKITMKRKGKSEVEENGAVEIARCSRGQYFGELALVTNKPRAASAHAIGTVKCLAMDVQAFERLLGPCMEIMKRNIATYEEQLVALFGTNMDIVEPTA
HTR5A ag: HTR5A agonism, opioid heterodimer counter-screen. HTR5A agonist assay, luminescence, cell-based. AID 504692. P47898. activation, % at 9.3 µM. 340,000 tested, 0.61% active; in the data active = activation mostly above about 9.5%, no sharp cut-off; inactive = mostly below about 7.6%;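 also: 0% = cells with vehicle only and 100% = reference agonist; strong numbers were not always called active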
Target sequence (P47898 whole entry, looked up): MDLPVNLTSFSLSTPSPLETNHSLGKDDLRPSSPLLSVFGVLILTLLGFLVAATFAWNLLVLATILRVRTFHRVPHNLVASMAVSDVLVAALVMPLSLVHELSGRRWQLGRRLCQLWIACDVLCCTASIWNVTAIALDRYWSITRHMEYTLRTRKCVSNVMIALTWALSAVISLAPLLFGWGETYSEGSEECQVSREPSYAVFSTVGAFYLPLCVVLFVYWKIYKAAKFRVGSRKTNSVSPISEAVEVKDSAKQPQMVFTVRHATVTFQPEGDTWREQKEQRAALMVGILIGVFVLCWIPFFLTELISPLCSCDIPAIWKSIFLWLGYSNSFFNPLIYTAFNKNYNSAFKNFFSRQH
DAGLB inhibitor: blocks human DAGLB lipase activity; HEK293T DAGLB membrane lysate, EnzChek fluorogenic substrate; 340,000 tested, 0.059% active; AID 504411; inhibition, % at 5.17 µM; in the data active = inhibition above about 34%;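 also: 0% = enzyme with vehicle and 100% = wells lacking enzyme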
V-ATPase pHluor: alters yeast V-ATPase proton transport; S. cerevisiae, pHLuorin cytosolic pH fluorescence; response, % at 10 µM; AID 504577; 350,000 tested, 0.37% active; in the data active = response mostly above about 7.3%, no sharp cut-off; inactive = mostly below about 5.4%; also: actives read high; inactives centre near 0; some compounds called inactive have numbers as strong as hits; reference of the scale not given here
Arrestin-AP2 inh: inhibitors of human beta-arrestin and AP2 interaction; FITC-arrestin peptide / GST-AP2 beads, flow cytometry; AP2 beta2 appendage carries R879A mutation; inhibition, % at 10 µM; 340,000 tested, 0.31% active; AID 504490;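 active = inhibition above a set limit, near 3 SD of compounds lacking own fluorescence, cut at about 54% in these data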;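 also: plate controls were DMSO wells for no effect and 5 µM unlabelled arrestin peptide for full effect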
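Test system: GST-tagged AP2 beta2-adaptin appendage (R879A) on 4 µm glutathione beads; also added: fluorescein-tagged arrestin peptide at 50 nM final; timing: 12 min plus 1 h, RT; signal: flow cytometry, FL1 (488/535 nm); read-out: percent drop in bead-associated FITC signal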
PKA-R1A activ: activates the PKA-R1A holoenzyme complex; P00514+P68181; PKA-R1A dissociation, Cy5-IP20 fluorescence polarization; scaled: DMSO 0%, 113 µM cGMP 100%; activation, % at 11.4 µM; 340,000 tested, 0.083% active; AID 504707;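 active = percent activation above the mean of all tested compounds plus 3 SD, cut at about 19% in these data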;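 also: higher means more PKAc released from R1A so a rise in polarization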
MOR-DOR inv ag: inverse agonist of human OPRM1-OPRD1 heterodimerization. P35372+P41143. cell-based MOR-DOR heterodimer luminescence, inverse agonism. inhibition, % at 9.3 µM. 340,000 tested, 0.21% active. AID 504357; in the data active = inhibition above about 22%, passing the limit was not always enough;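 also: 0% = cells with DMSO and 100% = wells without cells with DMSO; values of inactives mirror those of a sister screen read the other way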
HTR5A inv ctr: counter-screen for OPRM1-OPRD1 inverse agonists: human HTR5A inverse agonism; HTR5A cell line, luminescence; inhibition, % at 9.3 µM; 340,000 tested, 0.083% active; AID 504634; in the data active = inhibition mostly above about 23%, no sharp cut-off; inactive = mostly below about 18%;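 also: 0% = cells with DMSO and 100% = no-cell wells with DMSO; some compounds called inactive have numbers as strong as hits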
* marks the source's active call; other numbers are inactive results; / = no result given.

SMILES | OPRM1-OPRD1 ag | Pemphigus Ab inh | PKA-R2B activ | HTR5A ag | DAGLB inhibitor | V-ATPase pHluor | Arrestin-AP2 inh | PKA-R1A activ | MOR-DOR inv ag | HTR5A inv ctr
Cc1cn2c(nc1=O)OC1CC2OC1CO (stereo unspecified) | 0.4 | 100 | 13 | 2 | 2 | 4 | 11 | 14 | -2 | 7
O=C(NNC(=O)C12CC3CC(CC(Cl)(C3)C1)C2)c1ccncc1 | -3.3 | 98 | 4 | 4 | 3 | 10 | 43 | 7 | 17 | -9
COc1ccc(-n2nc3c(N4CCC(C(=O)NCc5ccccc5C)CC4)nnc(C)c3c2C)cc1 | -0.1 | / | 8 | -2 | 5 | 1 | 23 | 2 | 0 | 1
Cc1ccc2occ(/C=N/O)c(=O)c2c1 | -1.6 | 97 | 1 | 2 | 1 | -1 | 8 | 1 | 8 | 2
CC(=O)N(/N=C1\Sc2ccccc2C1=O)c1cccc(C)c1 | -11 | 110 | 1 | -14 | 4 | 0 | 1 | 3 | 53* | 31
O=C(NCCc1c[nH]c2ccccc12)c1cnccn1 | -0.2 | 125 | -8 | 2 | 0 | -1 | -16 | -7 | 1 | -32
O=C(Cn1nnc(-c2cccs2)n1)NCc1ccccc1 | -1.4 | 91 | 2 | 5 | -1 | -5 | -4 | -8 | 7 | -1
Cc1nc2ccccc2c(=O)n1NC(=O)C1CCCCC1 | -3.1 | / | -2 | -2 | -3 | 3 | 34 | -2 | 15 | -2
O=C(NN=C1CCCC1)c1ccc(O)cc1O | -2.5 | 106 | 11 | 1 | 3 | 2 | 17 | -15 | 14 | -25
CC(=O)Nc1nc2ccccc2n1CCN(C)C | / | 112 | -4 | / | -2 | 2 | 8 | -3 | / | /
COc1ccc(/C(O)=C2/C(=O)C(=O)N(CCN3CCOCC3)C2c2ccc(C)cc2)cc1 (stereo unspecified) | 0.5 | 104 | 3 | 5 | -1 | 1 | -1 | -5 | -3 | 22
COc1cccc(CNC(=O)C2CCN(S(=O)(=O)c3ccc(-n4cnnn4)cc3)CC2)c1 | 0.8 | 99 | -5 | 0 | 0 | 6 | 1 | 1 | -6 | -5
O=C(Nc1ccccc1)C1C2/C=C\CCCCC21 (stereo unspecified) | 3.9 | 108 | -1 | -3 | -4 | -1 | 20 | 5 | -26 | -45
CC(=O)c1ccc(N2CCN(CC(=O)NC(=O)NCc3ccccc3)CC2)cc1 | -1.4 | 92 | 0 | 6 | 0 | 4 | 37 | -3 | 6 | -14
Cc1ccc(S(=O)(=O)NCCCNS(=O)(=O)c2ccccc2Br)cc1 | -2.9 | 93 | -2 | 0 | 0 | 4 | 9 | -2 | 14 | 1
C[C@H](CO)N1C[C@H](C)[C@@H](CN(C)S(=O)(=O)c2cccs2)Oc2c(NC(=O)Nc3ccccc3)cccc2C1=O | -1.3 | 94 | 1 | 1 | 0 | 3 | -2 | -5 | 7 | -2
O=S(=O)(NCc1ccccc1Cl)c1ccc(-n2cccn2)cc1 | -0.1 | 93 | -6 | -2 | -1 | -1 | 27 | -16 | 0 | 14
C[C@@H](NC(=O)[C@@H]1Cc2ccccc2CN1C(=O)OC(C)(C)C)C(=O)NC1CCCC1 | -2.1 | / | 4 | -2 | 0 | 1 | -10 | -4 | 11 | 6
CC(=O)c1ccc(-c2ccc(C(=O)N3CCC(C(N)=O)CC3)o2)cc1 | -0.4 | 121 | 0 | -2 | -3 | 1 | 18 | -2 | 2 | 4
O=C(CNC(=O)c1nc[nH]c1C(=O)NCc1ccccc1)OCc1ccccc1 | 1.6 | 105 | -20 | 6 | 3 | -3 | -4 | -4 | -10 | -17
CC1(C)CC(N=c2cc(-c3ccccc3)oc3ccc(Cl)cc23)CC(C)(C)N1 | 11 | 109 | 1 | 14* | 2 | -2 | -8 | 0 | -58 | -41
S=C(NCc1ccccc1)N1CCN(c2ccccc2)CC1 | -0.9 | 100 | 1 | -2 | 7 | 0 | 41 | -1 | 5 | 6
Cc1nn2c(-c3ccccn3)ccnc2c1Cl | -1.3 | 96 | -6 | 2 | 0 | -4 | -29 | -6 | 6 | -6
O=C(Nc1ccc(F)c(F)c1)C1=COCCO1 | 1.0 | 97 | -7 | 6 | -2 | 2 | 17 | 3 | -7 | -19
C[C@H](CO)N1C[C@H](C)[C@@H](CN(C)C(=O)c2ccc3ccn(C)c3c2)OCc2cn(nn2)CCCC1=O | / | 95 | -7 | / | -1 | 1 | / | 10 | / | /
CCC(=O)N1CCc2cc(Br)cc(S(=O)(=O)NCC3CCCN3CC)c21 (stereo unspecified) | -2.6 | 106 | 2 | 3 | -1 | 5 | 2 | -10 | 16 | -22
CS(=O)(=O)N1CCCC(C(=O)NCc2ccco2)C1 (stereo unspecified) | -4.3 | 124 | -2 | 5 | 2 | -1 | 29 | -7 | 20 | -5
CCOC(=O)Cn1nc(C)c(NC(=O)COc2ccccc2[N+](=O)[O-])c1C | -1.5 | 91 | 1 | -1 | -2 | -1 | -11 | 2 | 7 | 11
NC(=S)Nc1cccc2cnccc12 | 3.4 | 103 | -12 | -3 | -1 | -3 | -13 | -17 | -20 | 14
CN(Cc1nccn1C)C(=O)CC1C(=O)NCCN1Cc1ccc(F)cc1Cl (stereo unspecified) | -2.2 | 116 | 8 | 4 | 0 | 1 | 20 | 0 | 11 | -9
O=C(CSc1nnc2sc3ccccc3n12)NCc1ccco1 | -1.1 | 101 | 0 | 1 | 0 | 0 | 0 | -4 | 6 | -4
Cc1cccc(-c2oc(C)c(C)[n+]2[O-])c1 | -2.0 | 105 | 3 | 3 | 2 | 0 | 19 | 5 | 10 | 11
CCOC(=O)COc1cc2oc(=O)cc(C)c2cc1[N+](=O)[O-] | -3.0 | 101 | 2 | 3 | -3 | -3 | 11 | 0 | 16 | -9
O=C(N/N=C/c1c[nH]c2ccccc12)c1cccc(Cl)c1 | -1.6 | 105 | -4 | -2 | -2 | -2 | 11 | 4 | 8 | 6
COc1ccc(OC)c(/C=C2\N=C(c3ccccc3)OC2=O)c1 | -3.9 | 144 | -2 | 4 | -2 | 0 | -4 | 1 | 19 | -13
Cc1nc(NCCOc2ccccc2)sc1C(=O)Nc1ccccc1 | -1.1 | / | 11 | -4 | 0 | -4 | 4 | -9 | 5 | -44
COc1ccc(N/C=C/C(=O)C(C)(C)C)cc1 | 0.7 | 94 | -2 | 0 | 1 | -2 | -2 | -3 | -5 | 1
CCc1ccc(-c2csc3ncn(CC(=O)N4CCOCC4)c(=O)c23)cc1 | -1.8 | 76 | -7 | 1 | 3 | -3 | 13 | -10 | 10 | 1
O=c1[nH][nH]c2cc(=O)n(-c3cccc(C(F)(F)F)c3)nc12 | -1.3 | 108 | -7 | 0 | 9 | -3 | -2 | -6 | 10 | -9
CCc1ccc(CCC(=O)Nc2nccs2)o1 | -0.4 | 101 | 7 | 7 | 0 | -4 | 10 | 9 | 2 | -19
CCCCC(O)CN1CCC(c2ccccc2)CC1 (stereo unspecified) | 0.1 | 89 | -7 | -5 | 3 | -3 | -3 | -7 | -1 | 9
Cc1cc2ccccc2n1CCNC(=O)C(C)C | 0.8 | 96 | -1 | -5 | 3 | 5 | 6 | -13 | -5 | 14
CCCOC(=O)Nc1nc2ccccc2o1 | -1.9 | 117 | -1 | -1 | -5 | -1 | 18 | -3 | 12 | 7
CCOc1cc(C(=O)N/N=C/c2cn(-c3ccccc3)nc2-c2cc3ccccc3o2)cc(OCC)c1OCC | 0.4 | 93 | -11 | -3 | -3 | -2 | 6 | -11 | -2 | -14
O=C(NNc1nc2ccccc2s1)c1ccccc1F | -1.6 | 122 | -4 | 2 | 3 | -5 | 19 | -1 | 10 | -22

Single entries from above:
CCOC(=O)COc1cc2oc(=O)cc(C)c2cc1[N+](=O)[O-] in DAGLB inhibitor is listed with -3
COc1ccc(-n2nc3c(N4CCC(C(=O)NCc5ccccc5C)CC4)nnc(C)c3c2C)cc1 in PKA-R2B activ is listed with 8

Next section
SMILES | OPRM1-OPRD1 ag | Pemphigus Ab inh | PKA-R2B activ | HTR5A ag | DAGLB inhibitor | V-ATPase pHluor | Arrestin-AP2 inh | PKA-R1A activ | MOR-DOR inv ag | HTR5A inv ctr
CC(C)c1ccc(NC(=O)[C@H]2CSCN2C(=O)[C@@H]2CCC(=O)N2)cc1 | -1.7 | 101 | -10 | 0 | -1 | -5 | 2 | -1 | 8 | -6
Cc1cc(C)cc(NC(=O)COC(=O)CC2CCCC2)c1 | 5.1 | 101 | 2 | 4 | -9 | 1 | 9 | 4 | -20 | -8
Cc1cc(C)c2c(n1)nn1c(-n3ccnc3)cc(C)nc21 | -0.7 | 106 | -7 | 3 | -2 | -8 | 26 | 1 | 4 | 26
Cn1c(=O)c2c(nc(N/N=C/c3cccs3)n2C)n(C)c1=O | -1.9 | 105 | -8 | -1 | 0 | 7 | -1 | 0 | 10 | -34
COc1ccc(-c2nnc3cccc(Cl)n23)c(OC)c1 | -3.1 | 87 | 6 | -4 | 0 | 2 | -12 | -12 | 14 | 13
C(=N\c1nccs1)/Nc1nccs1 | -0.6 | 100 | 8 | 1 | -4 | 0 | -9 | -1 | 3 | -3
O=C1CCC/C1=c1\s/c(=C/c2cccnc2)c(=O)n1-c1ccccc1 | -3.0 | 95 | 3 | -2 | 1 | -2 | -17 | 6 | 15 | 7
O=C(Nc1nnc(/C=C/c2ccccc2)s1)c1ccco1 | -2.0 | / | 3 | 4 | 3 | 0 | -18 | 18 | 10 | -11
Cn1c(COc2ccc3ccccc3c2)nnc1SCC(N)=O | -0.3 | / | 2 | 1 | 1 | 0 | -7 | -10 | 2 | -3
O=S(=O)(NC1CCCC1)c1ccc(-n2cnnn2)cc1 | 3.9 | / | 4 | 4 | -1 | 2 | 5 | 4 | -24 | -17
COC(=O)c1sc2cc(C(F)(F)F)cnc2c1-c1ccccc1 | 3.0 | 97 | -11 | 4 | -4 | -1 | 4 | 3 | -17 | -20
CCOC(=O)N1CCN(C(=O)c2noc3c2COc2ccccc2-3)CC1 | 1.5 | 100 | -9 | 2 | -5 | 2 | -7 | -8 | -8 | -8
CC(=O)Nc1ccc(Sc2ccccc2C(=O)O)c(C(=O)O)c1 | -1.0 | 115 | -2 | 2 | 3 | -4 | 25 | -19 | 5 | 9
Cc1cccc(NC(=S)NNC(=S)NC2CCCCC2)c1C | -0.1 | 106 | -15 | 5 | 0 | 2 | 14 | 7 | 0 | -23
CC(=O)Nc1ccc(S(=O)(=O)N2CCC(c3nnc(-c4ccc(C)cc4)o3)CC2)cc1 | -1.3 | 104 | -11 | 1 | 1 | 1 | -1 | -1 | 8 | -4
O=[N+]([O-])c1cccc2[nH]ncc12 | -4.0 | / | -12 | 3 | 1 | -1 | 8 | -3 | 19 | -11
CCCN(c1ccc(C(=O)OC)cc1)S(=O)(=O)c1ccccc1 | -1.0 | 84 | 2 | 3 | -2 | 1 | 6 | 1 | 7 | -8
